# PKM2 activator: qHTS Assay for Activators of Human Muscle isoform 2 Pyruvate Kinase. Potency, µM (doses to about 57.5 µM), for the others: top-dose activation, usual class: activators. actives 0.34% (n = 260,000). purified PKM2, Kinase-Glo ATP luminescence, activation; response scale: 0% is enzyme alone, no compound. Pyruvate kinase PKM (Homo sapiens), P14618. AID 1631, 2009; further: potency means the concentration at half of the fitted maximal effect; on the % scale 0 is the no-effect control and ±100 the full control effect; nearly all actives have a fitted effect of over 55% in size
#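 Purified hPK-M2 (>95%) run at intermediate activity with 0.1 mM ADP and 0.5 mM PEP in 50 mM imidazole pH 7.2, KCl, MgCl2; 1 h room temperature. ATP formed read by Kinase-Glo luminescence; normalized to uninhibited and no-enzyme controls.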
# Giardia killer: Small Molecules that selectively kill Giardia lamblia: qHTS. activity change, % at 7.66 µM, hits read low. actives 0.15% (n = 340,000). Giardia lamblia trophozoite viability; in the data active means activity change below about -80%; inconclusive means between about -30% and that limit;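 further: parasites exposed to compound for two days anaerobically before the ATP read; on the % scale 0 is the no-effect control and ±100 the full control effect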
#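 Anaerobic 48 hrs incubation at 37 deg C of 100 trophozoites/well with test compounds; ATPLite 1-Step luminescence, 15-30 min RT, reports cellular ATP as viability.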
# hERG WT inh: qHTS for Inhibitors of KCHN2 3.1: Wildtype qHTS; AID 720551, 2013; Voltage-gated inwardly rectifying potassium channel KCNH2 (Homo sapiens), Q12809; activity change, % at 1.84 µM; U2OS, BacMam KCNH2, thallium flux FluxOr; hits give low values; actives 0.37% (n = 340,000);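 active means maximum activity change below -70%; inconclusive means maximum activity change between -70% and -50%; inactive means maximum activity change above -50%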; further: on the % scale 0 is the no-effect control and ±100 the full control effect
#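 U2OS cells transduced with wild-type KCNH2 virus are loaded with FluxOr dye for 45 min, and thallium flux is measured in kinetic reads before and after stimulation buffer. Rate constants are normalized to DMSO controls.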
# CXXC DNA block: qHTS Fluorescence Polarization Assay for Inhibitors of MLL CXXC domain - DNA interaction. Histone-lysine N-methyltransferase 2A (Homo sapiens), Q03164. MLL-CXXC / FITC-HOXA9 DNA fluorescence polarization. Potency, µM (top dose mostly 115 µM), for the others: top-dose activity change, negative = inhibition, usual class: inhibitors. actives 0.037% (n = 290,000); active means well fitted inhibition curve with a large enough effect in the polarisation, with a control signal flat, not every such curve was filed as active; inconclusive means small, poorly fitted or top-dose-only effect, or effect the other way, or a change in a side signal; inactive means no such curve, though single readings can be large or run the other way; the % refers to the polarisation; further: potency means the concentration at half of the fitted maximal effect
#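 Purified MLL-CXXC (added from a 7 uM solution) was preincubated 5 min at ambient with pinned compounds in 50 mM Tris-HCl pH 7.5, 50 mM NaCl, 1 mM DTT, 0.05% BSA. Fluorescein-labeled HOX-A9 DNA (50 nM solution) followed, 30 min, then polarization read.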
# USP2a block: qHTS Assay for Inhibitors of Ubiquitin-specific Protease USP2a Using CHOP2 as the Reporter. USP2 core, Ub-CHOP2 coupled fluorogenic reporter, 485/531. Ubiquitin carboxyl-terminal hydrolase 2 (Homo sapiens), O75604. AID 463254, 2010. Potency, µM (doses to about 38.3 µM), for inactives: top-dose activity change, negative = inhibition, hits mostly inhibitors. actives 0.01% (n = 330,000);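 further: potency means the concentration at half of the fitted maximal effect; plate controls were DMSO wells for no effect and full inhibition by NEM control for full effect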
#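 USP2 core (10nM final) preincubated 30min RT with compound in 20mM Tris-HCl pH 8.0, 2mM CaCl2, 2mM beta-mercaptoethanol, 0.05% CHAPS; 25nM Ub-CHOP2 plus 25nM reporter substrate added, fluorescence (Ex485/Em531) read after 60min.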
# Menin MLL FP TR: qHTS Assay for Inhibitors Targeting the Menin-MLL Interaction in MLL Related Leukemias: Competition With Texas Red Labeled MLL-derived Mutant Peptide; O00255; actives 0.23% (n = 270,000); AID 1768, 2009; Potency, µM (top dose mostly 61.6 µM), for the others: top-dose FP activity change, negative = inhibition, usual class: inhibitors; Menin + Texas Red MLL mutant peptide, fluorescence polarization; active means well fitted inhibition curve with a large enough effect in the polarisation, with a control signal flat, not every such curve was filed as active; inconclusive means small, poorly fitted or top-dose-only effect, or effect the other way, or a change in a side signal; inactive means no such curve, though single readings can be large or run the other way; the % refers to the polarisation; further: potency means the concentration at half of the fitted maximal effect; % of control where 0% means no effect; many of its hits are not listed in these tables
# GALK inhibitor: qHTS Assay for Inhibitors of Human Galactokinase (GALK); P51570; Purified GALK, Kinase-Glo residual ATP luminescence; Potency, µM (highest dose often 57.5 µM), without a hit: at the top dose activity change, negative = inhibition, actives largely listed as inhibitors; actives 0.007% (n = 270,000); further: potency means the concentration at half of the fitted maximal effect; on the % scale 0 is the no-effect control and ±100 the full control effect
#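 Kinase-Glo Plus luminescence measured ATP left after a 1 h room-temperature reaction. The reaction used 5 nM GALK, 100 uM galactose and 35 uM ATP at pH 8.0 (20 mM HEPES, 5 mM MgCl2, 60 mM NaCl, 1 mM DTT, 0.01% BSA).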
# TRPV1 agonist: HTS Assay for Compounds that Act as Agonists of the Vanilloid Receptor 1 | Transient receptor potential cation channel subfamily V member 1 (Homo sapiens), Q8NER1 | TRPV1-expressing cells, Fluo-8 calcium influx, agonist mode | activation, % at 8.33 µM | actives 0.19% (n = 320,000) | AID 540275, 2011; in the data active means activation above about 80%; inconclusive means between about 30% and that limit; further: 0% is about no effect
#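 Cells expressing TRPV1 were dye-loaded with Fluo-8 and read kinetically: 10 s baseline, 3 min after compound (agonist portion), then 2 min after EC20 capsaicin (allosteric enhancer portion). Calcium-bound dye fluorescence at 480/520 nm.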
# FBPA coupling cs: qHTS Assay for Inhibitors of Fructose-1,6-bisphosphate Aldolase from Giardia Lamblia: Coupling assay counterscreen. coupling enzyme system counterscreen, AmpLite Red fluorescence. activity change, negative = inhibition, % at 58.2 µM, hits read low. actives 0.67% (n = 290,000). AID 2472, 2010; in the data active means activity change below about -30%; further: on the % scale 0 is the no-effect control and ±100 the full control effect
#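 First, compound is pin-transferred into glyceraldehyde-3-phosphate coupling-enzyme reagent at 57.5 uM final and held 10 min at RT. Next, substrate, coupling system and AmpLite Red are added. After 20 min RT, fluorescence (525/598 nm) is read.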
# KCNH2 3.1 inh: qHTS for Inhibitors of KCHN2 3.1: Mutant qHTS; U2OS KCNH2 3.1, thallium flux FluxOr; hits give low values; actives 0.95% (n = 340,000); activity change, % (tested at about 1.8 µM); Potassium voltage-gated channel subfamily H member 2, brain isoform KCNH2 3.1 (human); AID 720553, 2013;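 active means maximum activity change below -70%; inconclusive means maximum activity change from -70% to -50%; inactive means maximum activity change above -50%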;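 further: thallium influx rate constant from kinetic fluorescence after stimulation buffer; on the % scale 0 is the no-effect control and ±100 the full control effect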
#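 FluxOr-based Tl+ influx in U2OS cells transduced with KCNH2 3.1 virus; rate constants normalized to DMSO controls.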
# B2AR arrestin: qHTS assay of beta-arrestin-biased ligands of beta2-adrenergic receptor; Potency, µM (titrated, usually from 46.1 µM), without a hit: top-dose activation, hits mostly activators; actives 0.02% (n = 330,000); AID 492947, 2010; beta-arrestin recruitment to beta2AR, cell-based reporter;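 further: potency means the concentration at half of the fitted maximal effect; 0% = DMSO controls and full agonism = EC100 isoproterenol or metaproterenol; nearly all actives have a fitted effect of over 65% in size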
# Starred values were filed as active, the others as inactive; ? = inconclusive; . = no result given; & = joins results of further samples; [ ] = dose if it differs, or a comment. Unless noted, the call rests on the fitted dose curve; in most records, active means well fitted curve in the direction sought with a large enough effect; inconclusive means small, poorly fitted or top-dose-only effect, or another doubt; inactive means no such curve, though single readings can be large; an effect the other way counts as inactive or inconclusive. Only part of the results is shown, so the mix of outcomes need not match the whole.
SMILES,PKM2 activator,Giardia killer,hERG WT inh,CXXC DNA block,USP2a block,Menin MLL FP TR,GALK inhibitor,TRPV1 agonist,FBPA coupling cs,KCNH2 3.1 inh,B2AR arrestin
N/C(=N\OC(=O)CC1CCCCC1)c1ccccn1,-11%,-3,2,5%,4%,-14%,0%,16,2,-12,-0.2%
O=C(O)c1ccc(-n2cncn2)c([N+](=O)[O-])c1,-3%,-6,5,-5%,-3%,.,.,-2,-1,11,-0.3%
O=C(NN1C(=O)/C(=C/c2ccc(O)c([N+](=O)[O-])c2)SC1=S)c1ccccc1Cl,-29%,?,4,15%,3%,?,2%,-5,7,17,0.2%
CCOc1ccc(-n2c(SCc3cc(=O)oc4cc(C)ccc34)nnc2-c2cccnc2)cc1,13%,2,9,-5%,2%,-5%,-2%,7,0,-10,-2.1%
COC(=O)C1=C(C)N(Cc2ccccc2)C(=NCCc2ccccn2)N[C@H]1c1cccc(C(F)(F)F)c1,1%,-2,-10,84%[activator],-8%&-3%,-18%,.,?,-4,?,0.0%&-0.8%
Cn1c(CNC(=O)c2ccco2)nnc1SCC(=O)Nc1c(F)cc(F)cc1Br,2%,-1,9,3%,0%,5%,2%,-2,3,2,4.1%
Oc1cccc(C(=S)N2CCC(Cc3ccccc3)CC2)c1,0%,1,1,4%,-7%,8%,0%,4,-2,7,0.3%
O=C(NCc1nc2ccccc2[nH]1)C1=C[C@@H](c2csc3ccccc23)C[C@@H](OCCCCO)O1,-3%,1,1,17%,-5%,.,2%,-2,0,-31,0.2%
COCCn1c(-c2ccc(OC)cc2)cnc1SCC(=O)Nc1cc(C)on1,-4%,4,-1,-8%,-6%,-1%,2%,-7,7,-18,-0.5%
Cc1nc(Nc2ccc(S(=O)(=O)N3CCCCC3C)cc2)c2nnn(Cc3ccccc3)c2n1 (stereo not given),6%,3,-3,7%,3%,-3%,1%,-1,1,-19,-0.7%
CCOC(=O)c1ccc(NC(=S)Nc2ccccc2)cc1,-1%,-12,3,-4%,3%,17%,2%,0,4,-10,-1.9%
O=C(CCc1ccccc1)Nc1cc2c(cc1Cl)OCCO2,1%,-20,-10,-1%,1%,0%,0%,1,1,0,-0.2%
COc1ccccc1CNC(=O)COC(=O)c1ccc(NC(N)=O)cc1,0%,8,-9,4%,0%,12%,2%,-4,1,-1,-0.6%
CN(CC(O)COc1c(F)cc(Br)cc1F)C1CCCCC1 (stereo not given),-1%,-6,22,11%,3%,4%,1%,4,3,3,-0.6%
COc1ccc(NC2=NCCC(=O)N2Cc2cccs2)cc1,24%,8,2,-7%,2%,2%,4%,1,-1,5,0.3%
CC(=C/c1ccccc1)/C=N/NC(=O)c1nnn(-c2nonc2N)c1CN1CCC(C)CC1,3%,8,3,35%,-9%,59%[activator],-2%,2,-2,-39,-0.1%
CCOC(=O)C1=C(COC(=O)/C=C/c2ccc(OCC)c(OC)c2)NC(=O)NC1C (stereo not given),.,5,-19,.,0%,.,.,10,.,-4,0.3%
Cc1ccc(S(=O)(=O)NCCC(=O)NNc2c(F)c(F)cc(F)c2F)cc1,.,-8,1,.,4%,.,.,.,.,10,0.0%
COc1ccc(CNc2cc([N+](=O)[O-])ccc2OC)cc1,-4%,4,8,2%,-3%,34%[activator],1%,-6,-1,-6,-0.6%
O=C(CS(=O)(=O)c1c[nH]c2ccccc12)N1CCCCCC1,-1%,4,-7,-1%,-1%,1%,0%,2,0,4,0.1%
O=C(OCC(=O)c1ccc(Cl)s1)c1ccc2ccccc2n1,10%,-3,-1,1%,4%,?,1%,0,0,-23,0.1%
O=C(OCCc1cc2ccccc2c(=O)o1)c1ccccc1C(F)(F)F,.,-20,13,.,-8%,.,.,5,.,-5,-3.1%
CC(=O)Nc1ccc(S(=O)(=O)N(C)c2ccc(O)cc2)cc1,-20%,16,-6,0%,1%,0%,1%,1,3,14,-0.2%
O=C(NCCc1ccccc1)c1ccc2[nH]c(=O)c(=O)[nH]c2c1,-3%,?,8,-1%,1%,-15%,-3%,2,0,18,0.0%
COC(=O)CSc1nc2cc(Cl)ccc2c(=O)n1C1CCCC1,1%,13,2,-7%,-1%,-22%,2%,?,3,-1,0.2%
Cn1nc(-c2ccc(N3CCOCC3)c(NS(=O)(=O)c3ccccc3)c2)c2ccccc2c1=O,1%,3,-11,2%,2%,-3%,-1%,7,0,0,0.1%
CC1CC(C)CN(C(=O)c2cc(-c3ccncc3)nc3ccccc23)C1 (stereo not given),.,4,16,.,1%,.,.,2,.,10,0.2%
C/C(=N\NC(=O)c1nn(C)cc1Br)c1cccc(NC(=O)C(C)(C)C)c1,-1%,20,11,1%,0%,-1%,2%,4,4,-15,4.3%
CCOC(=O)C(CC)/C(C)=N/NC(=O)c1ccc([N+](=O)[O-])cc1 (stereo not given),3%,-9,-17,-2%,2%,14%,-6%,25,0,-10,0.3%
CCC(=O)C1CCCN(C(=O)c2ccc(OC3CCN(C(=O)CCOC)CC3)cc2)C1 (stereo not given),-6%,-3,-3,-1%,0%,.,-11%,-4,.,-4,-0.5%
Cc1cc(C)nc(SCC(CSc2nc(C)cc(C)n2)C(=O)O)n1,2%,2,-2,-3%,13%,-10%,1%,1,1,20,0.3%
Cc1ccc(C)c(N2CCN(c3ccc4cc(S(=O)(=O)N5CCCCC5)ccc4n3)CC2)c1,.,-26,-8,8%,2%,11%,9%,3,-3,2,-0.4%
CCOc1ccc(CN(C(=O)c2oc3ccccc3c2C)C2CCS(=O)(=O)C2)cc1 (stereo not given),-5%,4,-15,0%,0%,0%,-1%,13,1,7,0.1%
O=C1CCCCN1CC(=O)N1CCCC(Nc2ccc(F)cc2)C1 (stereo not given),.,11,-3,5%,4%,.,6%,7,.,-13,0.0%
Cc1ccccc1C(=O)NNC(=O)Cc1cccc2ccccc12,0%,5,13,0%,3%,.,-1%,-1,3,0,0.1%
COc1cc2c(cc1OC)/C(=C/c1ccc(Cl)cc1)C(=O)OC2,5%,6,1,0%,1%,-8%,0%,-5,-7,6,-0.2%
COc1ccc(CNC(=O)CSc2nnc(-c3ccc(NC(C)=O)cc3)n2C)cc1,3%,-10,-15,3%,.,-19%,3%,-3,-1,20,.
CC1Cc2ccccc2N1C(=S)NC(=O)c1cccc(Br)c1 (stereo not given),6%,5,0,14%,-1%,9%,0%,1,-1,17,-0.6%
O=C(c1ccc(Br)cc1)N(Cc1ccco1)C1CCS(=O)(=O)C1 (stereo not given),.,-12,-15,1%,5%,.,-3%,2,.,12,0.1%
COc1ccc(-c2noc(C(C)NS(=O)(=O)c3ccc(NC(C)=O)cc3)n2)cc1 (stereo not given),1%,-1,2,-2%,1%,12%,4%,-2,3,-3,-0.6%
CN(C)S(=O)(=O)N(CC(=O)NCCSCc1ccc(Cl)cc1)c1ccccc1,3%,-16,3,-7%,1%,-14%,2%,6,5,-18,-0.6%
CCC(CC)C(=O)Nc1ccc(Sc2ccc([N+](=O)[O-])cc2)cc1,5%,-5,-10,-8%,4%,?,0%,-2,-1,-27,0.0%
O=C(COC(=O)/C=C/c1ccc([N+](=O)[O-])cc1)NCc1ccc2c(c1)OCO2,-7%,6,-6,-2%,0%,.,0%,.,1,-7,-0.7%
CC(=O)N1CCc2cc(S(=O)(=O)CCC(=O)N3CCN(C(=O)c4ccco4)CC3)ccc21,-1%,3,-10,-6%,0%,-15%,0%,2,-1,-11,0.1%
CCOc1ccc(Nc2nc3cc(S(=O)(=O)CC)ccc3o2)cc1,-3%,6,-8,-10%,2%,.,0%,-2,2,-1,0.6%
